Bioassay records from PubChem BioAssay.
VCAM1 TNFa inh: reduces TNF alpha induced VCAM1 expression in HUVEC. HUVEC TNFa-induced VCAM-1 immunofluorescence, high-content imaging. inhibition, % at 2 µM. 95,000 compounds, 0.48% hits. AID 802;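 active = inhibition above the batch mean plus 3 SD, with images confirmed as a hit by eye, cut at about 37% in these data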;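 also: 0% = TNF-stimulated DMSO wells and 100% = unstimulated control wells; not every result past the cut was called active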
sEH activator: soluble epoxide hydrolase (human) activation | P34913 | purified human sEH enzymatic activity, activator screen | activation, % at 2 µM | 91,000 compounds, 0.04% hits; in the data active = activation above about 37%; also: values of inactives mirror those of a sister screen read the other way
HUVEC tox IL1B: toxic to HUVEC cells under IL-1B stimulation | HUVEC cell count loss, Hoechst imaging, IL-1B stimulated | cell count reduction, % at 2 µM | 94,000 compounds, 0.41% hits | AID 845;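 active = cell count reduction more than 3 SD above the screen-wide mean, cut at about 70% in these data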;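 also: normalized per plate to untreated control cells as the no-loss baseline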
cytoskel mod: cytoskeleton assembly modification | HUVEC TNFa F-actin phalloidin imaging, high content | inhibition, % at 2 µM | 91,000 compounds, 0.18% hits | AID 836;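 active = inhibition above the batch mean plus 3 SD and confirmed as a hit by visual image inspection, cut at about 30% in these data, passing the limit was not always enough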; also: strong numbers were not always called active
HUVEC tox TNFa: toxic to HUVEC cells under TNF alpha stimulation. HUVEC TNFalpha-stimulated, Hoechst cell count, imaging. cell count reduction, % at 2 µM. 93,000 compounds, 0.17% hits;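 active = cell count reduction exceeding the screen mean by over 5 SD, scaled to untreated wells per plate, cut at about 78% in these data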;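 also: cells counted after 24 h of TNF alpha exposure following the 1 h pretreatment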
ERb SRC1 inh: ER-beta (human) coactivator binding inhibition. TR-FRET ER-beta LBD / SRC1-Cy5 peptide binding; receptor agonist-loaded with 1 µM estradiol. inhibition, % at 25.6 µM. 86,000 compounds, 1.3% hits;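 active = compounds whose percent inhibition of the receptor-coactivator binding signal exceeds about 50% in the single-dose screen, limit read from the data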;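 also: 0% = receptor plus peptide wells without compound and 100% = peptide-only wells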
Target sequence (Q92731 whole entry, looked up, the tested form may be a part): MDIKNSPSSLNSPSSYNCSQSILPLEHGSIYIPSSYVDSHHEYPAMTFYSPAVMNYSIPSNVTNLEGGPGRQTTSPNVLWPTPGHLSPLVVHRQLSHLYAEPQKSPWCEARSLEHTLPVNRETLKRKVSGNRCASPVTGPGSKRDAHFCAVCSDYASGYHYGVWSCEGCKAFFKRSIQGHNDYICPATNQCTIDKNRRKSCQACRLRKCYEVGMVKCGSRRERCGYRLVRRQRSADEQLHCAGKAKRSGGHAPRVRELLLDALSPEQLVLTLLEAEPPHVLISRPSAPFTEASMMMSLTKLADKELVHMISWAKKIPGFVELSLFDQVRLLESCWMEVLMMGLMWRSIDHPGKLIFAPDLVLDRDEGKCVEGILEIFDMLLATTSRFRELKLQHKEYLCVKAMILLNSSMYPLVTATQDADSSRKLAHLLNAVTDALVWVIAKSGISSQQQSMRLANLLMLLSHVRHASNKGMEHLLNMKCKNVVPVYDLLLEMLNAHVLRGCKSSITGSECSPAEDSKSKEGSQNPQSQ
Calb biofilm kill: kills Candida albicans biofilms; inhibition, % at 6 µM; 85,000 compounds, 0.14% hits; C. albicans biofilm + clotrimazole, Alamar Blue;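 active = inhibition above 20%; inactive = inhibition below 20%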;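 also: preformed 24 hr biofilms exposed to compound for 48 hr; 0% = biofilm without compound and 100% = blank killed by clotrimazole plus chlorhexidine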
sEH inh: inhibitors of human soluble epoxide hydrolase; inhibition, % at 2 µM; 91,000 compounds, 0.34% hits; recombinant human sEH enzymatic activity assay; P34913; in the data active = inhibition above about 80%; also: values of inactives mirror those of a sister screen read the other way; many of its hits are not listed in these tables
Smad3 inh: Smad3 (human) transcription factor binding inhibition; P84022; TR-FRET Smad3/Dy647-FoxH1 peptide binding, europium anti-His; inhibition, % at 25 µM; 88,000 compounds, 0.29% hits; AID 630;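 active = compounds that reduce the energy-transfer binding signal between the protein and its labelled peptide by more than half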;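 also: 0% = Smad3 plus labelled peptide maximal FRET and 100% = peptide-only background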
Target sequence (P84022 whole entry, looked up): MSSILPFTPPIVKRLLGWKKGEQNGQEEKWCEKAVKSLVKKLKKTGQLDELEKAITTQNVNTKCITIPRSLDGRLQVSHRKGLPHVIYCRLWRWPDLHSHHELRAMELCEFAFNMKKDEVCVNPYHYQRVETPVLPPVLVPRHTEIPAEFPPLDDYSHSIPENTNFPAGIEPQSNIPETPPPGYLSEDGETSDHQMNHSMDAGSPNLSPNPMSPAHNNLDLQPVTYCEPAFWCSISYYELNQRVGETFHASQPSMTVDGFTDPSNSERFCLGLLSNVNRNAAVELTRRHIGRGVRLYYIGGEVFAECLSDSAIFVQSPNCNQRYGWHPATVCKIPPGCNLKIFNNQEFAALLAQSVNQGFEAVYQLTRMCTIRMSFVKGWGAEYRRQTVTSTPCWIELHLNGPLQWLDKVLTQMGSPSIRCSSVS
* marks the source's active call; other numbers are inactive results; . = not tested or not shown; [ ] = another dose, or the depositor's remark. An excerpt; rates above refer to the full screens.

item	SMILES	VCAM1 TNFa inh	sEH activator	HUVEC tox IL1B	cytoskel mod	HUVEC tox TNFa	ERb SRC1 inh	Calb biofilm kill	sEH inh	Smad3 inh
1	Cc1ccc(S(=O)(=O)Nc2cccc(-c3cn4ccsc4n3)c2)cc1	4	16	-5	16	-17	-18	0	-12	17
2	c1ccc(CN2CCN(c3nc(-c4ccccn4)nc4ccccc34)CC2)cc1	14	-1	-16	8	-34	-7	6	4	-3
3	COc1ccc(/C=c2/sc3n(c2=O)NC2(c4ccccc4)N(C)C(=O)N(C)C2(c2ccccc2)N=3)cc1 (stereo unspecified)	1	7	-106	8	-26	-15	-1	-8	9
4	COC(=O)c1cc(NC(=O)c2nccnc2C(=O)O)cc(C(=O)OC)c1	-4	-9	-79	-7	0	-1[fluorescence artefact?]	3	10	-8
5	CC(=O)Nc1ccc(NC(=O)Cn2cc3c(n2)CCC(C)C3)cc1 (stereo unspecified)	-22	-2	-23	-2	-4	-24	1	5	1
6	CCN1C/C(=C\c2cccc(C)c2)c2nc3ccccc3c(C(=O)O)c2C1	21	9	-29	-23	-5	.	.	-6	.
7	O=C(Nc1ccc(NC(=O)C2CC2)nc1)c1ccco1	6	4	-12	-19	5	-3	-6	-5	-2
8	COc1ccc(OC)c(NC(=O)CSc2ccc3ccccc3c2)c1	2	5	-5	10	-6	2	7	-4	-19
9	Cc1ccc(C(=O)Nc2nc(C(C)(C)C)cs2)s1	8	-1	1	-18	-1	-2	-2	0	-9
10	Cc1cc(C(=O)OC2CCOC2=O)c2ccccc2n1 (stereo unspecified)	-7	.	6	-16	-3	-1	4	.	-23
11	O=C(CSc1nnc(-c2ccccc2O)o1)N1CCc2ccccc2C1	-32	13	-6	-17	0	27[fluorescence artefact?]	6	-11	2
12	CCCCN1C(=O)/C(=C2\SC(N3CCCCC3)=NC2=O)c2ccccc21	20	2	-17	-20	-10	3[fluorescence artefact?]	7	-2	11
13	O=C(Nc1ccccc1C(=O)N1CCN(Cc2ccccc2)CC1)c1ccccn1	10	3	-7	2	0	-5	-1	0	4
14	O=C(NCc1ccco1)c1cc(C(=O)C2CCCCC2)c[nH]1	6	-24	-16	-6	-4	.	.	26	.
15	COc1cccc2c(=O)n(CC(=O)Nc3ccc(F)cc3)ccc12	14	2	-12	10	-46	9[fluorescence artefact?]	2	-3	-20
16	Cc1cc(C)nc(Nc2ccc(N3CCOCC3)cc2)n1	18	.	-7	22	-23	.	.	.	.
17	O=C(NCCc1ccccc1)C(c1ccncc1)N(C(=O)c1csnn1)C1CC1 (stereo unspecified)	-22	-1	11	14	-1	-2[fluorescence artefact?]	-1	1	-2
18	COc1cccc2c1N1C(=O)c3c(C(=O)O)cccc3C1CC2(C)C (stereo unspecified)	-35	-11	-27	-5	-54	1	7	11	0
19	O=C(Nc1ccc(Cc2ccc(NC(=O)C3CC3)c(O)c2)cc1O)C1CC1	4	-3	-11	-8	8	-2	4	4	2
20	Cn1nnnc1SCCNCc1ccccc1F	23	-4	-1	-14	3	-10	9	4	4
21	CC(=O)Nc1cc2c(cc1C(=O)c1ccccc1)OCCO2	24	.	1	-17	9	63*	6	.	7
22	C/C(N)=C(/C#N)C(=O)CSc1nnnn1-c1ccc(C)cc1C	-17	.	-17	-10	9	28	-5	.	3
23	CCOC(=O)CSc1nc(C)cc(C)c1C#N	-14	0	-5	-8	-2	1[fluorescence artefact?]	4	-3	15
24	Cn1c(SCc2cccnc2)nc2cccnc21	-2	-4	-11	-4	34	3	7	4	-6
25	CC(=O)NCC(=O)OCC(=O)c1ccc(C)c(C)c1	-71	-6	-9	-4	-27	0[fluorescence artefact?]	7	6	9

(cont.)
item	SMILES	VCAM1 TNFa inh	sEH activator	HUVEC tox IL1B	cytoskel mod	HUVEC tox TNFa	ERb SRC1 inh	Calb biofilm kill	sEH inh	Smad3 inh
26	COc1cc(CNC2CCCC2)cc(Cl)c1OCc1ccccc1F	27	2	-1	-12	-4	.	.	-3	.
27	COc1cc(C(=O)N2CCN(C(=O)c3ccccc3)CC2)cc(OC)c1OC	4	4	-1	-12	-22	-4	5	-5	8
28	COc1ccc(Nc2nc(N)nc(CN3CCOCC3)n2)cc1	14	1	-33	-14	-19	-10	-4	1	4
29	CCn1c(=O)c(C(=O)Nc2nc3ccccc3[nH]2)c(O)c2ccccc21	-7	7	-7	32	-25	.	.	-8	.
30	CC(C)CCNC(=O)CN(Cc1ccc2c(c1)OCO2)C(=O)CCC(=O)Nc1ccccn1	26	-10	-6	-3	-19	-5[fluorescence artefact?]	6	9	-4
31	Cc1cc(C)nc(-n2nc(C)cc2NC(=O)CNC2CCCCC2)n1	-6	14	-98	-37	23	-9	5	-16	0
32	COCCN(C(=O)CCC(=O)Nc1cccnc1)C(C(=O)NC1CCCCC1)c1ccccc1 (stereo unspecified)	-13	-8	-31	53	-25	-15	5	8	7
33	CCOC(=O)N1N=C(c2ccccc2)CC1(O)C(F)(F)F (stereo unspecified)	17	0	-64	10	-11	.	.	2	.
34	c1ccc2c(c1)CCCN2Cc1nnc2n1CCCCC2	2	.	6	-5	-12	-4	-3	.	-6
35	Cc1ccc(OCC(=O)Nc2cccc(C)n2)c(C)c1	2	-4	3	17	-10	-9	-4	5	-7
36	O=C(C1COc2ccccc2O1)N1CCOCC1 (stereo unspecified)	2	8	-22	-16	-3	-2	-4	-9	-13
37	CCOC(=O)C(CC)n1cnc2c(nnn2-c2ccc(C)cc2)c1=O (stereo unspecified)	-12	-8	-29	-4	-7	-11	2	8	8
38	CC1CCC(NC(=O)Cn2ncc3ccccc32)CC1 (stereo unspecified)	16	-69	2	-1	0	-6	2	69	1
39	COc1ccc(S(=O)(=O)N2CCC(O)(c3ccc4c(c3)OCO4)CC2)cc1	6	1	-52	.	-8	-9	2	1	10
40	COc1ccc(C(=O)COC(=O)Cn2nnc3ccccc32)cc1Br	-5	2	-14	-16	-1	3	2	-2	21[fluorescence artefact?]
41	C=CCNc1nc(NCCN2CCOCC2)nc(N2CCOCC2)n1	6	-8	0	1	-2	-7[fluorescence artefact?]	7	6	-2
42	CN(C)CCNCc1ccccc1OC1CCCC1	-5	15	3	10	-9	-6	2	-16	6
43	NC(=O)C1CCN(C(=O)C23CC4CC(CC(C4)C2)C3)CC1	9	.	-37	16	-28	.	.	.	.
44	CCCC(=O)Nc1cccc(NC(=O)c2ccccc2Br)c1	7	0	-10	9	5	.	.	2	.
45	CC(C)NC(=O)NC1C2CC3CC(C2)CC1C3 (stereo unspecified)	21	-72	6	8	-5	-1	8	72	2
46	CC1C(=O)CCN(C(C)C)C1C (stereo unspecified)	12	6	0	-8	53	-4	2	-6	5
47	COc1cc2c(C(=O)O)c(C)n(CC(C)C)c2c2ccccc12	8	7	-2	-1	-11	-1	7	-4	-6
48	Cc1c(O)ccc(C(=O)CN2C(=O)c3ccccc3C2=O)c1O	-11	1	6	8	-1	27	10	2	-5
49	COc1cccc(NC(=O)CN(c2cccc(F)c2)S(C)(=O)=O)c1	13	-4	-12	3	-2	-8	2	7	4
50	Cc1cc(C)nc(SCc2nnc(SCC(=O)Nc3ccc(Cl)c(C(F)(F)F)c3)o2)n1	-8	-5	-5	-6	-49	-1[fluorescence artefact?]	0	5	0

Results in ERb SRC1 inh and HUVEC tox TNFa, for some of the entries so far:
| entry | SMILES | ERb SRC1 inh | HUVEC tox TNFa |
| --- | --- | --- | --- |
| 39 | COc1ccc(S(=O)(=O)N2CCC(O)(c3ccc4c(c3)OCO4)CC2)cc1 | -9 | -8 |
| 27 | COc1cc(C(=O)N2CCN(C(=O)c3ccccc3)CC2)cc(OC)c1OC | -4 | -22 |
| 35 | Cc1ccc(OCC(=O)Nc2cccc(C)n2)c(C)c1 | -9 | -10 |
| 36 | O=C(C1COc2ccccc2O1)N1CCOCC1 (stereo unspecified) | -2 | -3 |
| 26 | COc1cc(CNC2CCCC2)cc(Cl)c1OCc1ccccc1F | . | -4 |

Quoted from the listing, four compounds:
item	SMILES	VCAM1 TNFa inh	sEH activator	HUVEC tox IL1B	cytoskel mod	HUVEC tox TNFa	ERb SRC1 inh	Calb biofilm kill	sEH inh	Smad3 inh
47	COc1cc2c(C(=O)O)c(C)n(CC(C)C)c2c2ccccc12	8	7	-2	-1	-11	-1	7	-4	-6
48	Cc1c(O)ccc(C(=O)CN2C(=O)c3ccccc3C2=O)c1O	-11	1	6	8	-1	27	10	2	-5
49	COc1cccc(NC(=O)CN(c2cccc(F)c2)S(C)(=O)=O)c1	13	-4	-12	3	-2	-8	2	7	4
50	Cc1cc(C)nc(SCc2nnc(SCC(=O)Nc3ccc(Cl)c(C(F)(F)F)c3)o2)n1	-8	-5	-5	-6	-49	-1[fluorescence artefact?]	0	5	0

Next section.
item	SMILES	VCAM1 TNFa inh	sEH activator	HUVEC tox IL1B	cytoskel mod	HUVEC tox TNFa	ERb SRC1 inh	Calb biofilm kill	sEH inh	Smad3 inh
51	NNC(=O)CNC(=O)c1cccc(Br)c1	14	4	20	-5	-6	.	.	-1	.
52	COc1cccc(NC(=O)CCc2nc(-c3ccccc3F)no2)c1	0	7	82*	-4	13	-5	9	-8	5
53	CCOC(=O)N1CCN(C(=O)C2CCN(c3ncnc4c3sc3cccc(F)c34)CC2)CC1	-28	-6	39	-4	27	.	.	7	.
54	O=C(O)CCCC(=O)Nc1ccccc1C(=O)N1CCCC1	6	-6	1	-6	-37	-19	3	9	2
55	Fc1ccc(-c2oncc2-c2nnnn2-c2ccccc2)cc1F	2	-1	0	-9	-30	-6	7	0	-2
56	Nc1ccc(-c2nnc(-c3ccc(-c4ccccc4)cc3)o2)cc1	0	6	19	4	6	20	6	-3	20[fluorescence artefact?]
57	CC(=O)/C=C1\SC(CC(=O)O)C(=O)N1c1ccccc1 (stereo unspecified)	-2	0	-3	-6	-11	.	.	-1	.
58	O=C(Nc1ccc(CN2CCOCC2)cc1)c1ccc(-c2cccc(Cl)c2)o1	-11	-53	10	26	1	-12	-5	53	-2
59	CCCNC(=O)Cn1cnc2sc(C(=O)Nc3cc(OC)c(OC)c(OC)c3)c(C)c2c1=O	20	14	-18	0	-15	0	7	-12	0
60	CCOc1[nH]n(-c2ccccc2)c(=O)c1C=Nc1ccc(Cl)cc1	5	-13	-16	0	-11	.	.	12	.
